SNCA expr inhib = Primary qHTS assay for inhibitors of alpha-synuclein gene (SNCA) expression. 0.17% of 140,000 active. Potency, µM (titrated, usually from 57.2 µM), without a hit: at the top dose activity change, negative = inhibition, usual class: inhibitors. HEK-293 SNCA-luciferase knock-in, luminescence, 24 h;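 note: potency is the fitted concentration of half-maximal effect; plate controls were DMSO cells for no effect and cell-free wells for full effect; nearly all actives have a fitted effect of over 45% in size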
NIH3T3 tox = Cytotoxic Profiling in NIH 3T3 Cell Line of Diverse Libraries Using Quantitative High-Throughput Screening; NIH 3T3 viability, CellTiter-Glo ATP luminescence, 48-72 h; Potency, µM (doses to about 96.7 µM), inactives show at the top dose activity change, negative = cytotoxicity, actives largely listed as inhibitors; 4.3% of 94,000 active; note: potency is the fitted concentration of half-maximal effect; nearly all actives have a fitted effect of over 55% in size
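Cytotoxicity is measured as loss of cellular ATP: NIH 3T3 cells (400/well) are exposed to compound for 48 or 72 hr at 37 °C, then CellTiter-Glo luminescence is imaged after 10 min at room temperature.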
HEK293 viab = GF-AFC viability counterscreen for inhibitors of alpha-synuclein gene (SNCA) expression; 0.12% of 150,000 active; HEK-293-SNCA-luc viability, GF-AFC fluorescence, 24 h; AID 1671193, 2021; Potency, µM (highest dose often 57.1 µM), for inactives: at the highest dose activity change, negative = cytotoxicity, most hits filed as cytotoxic;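 note: potency is the fitted concentration of half-maximal effect; 0% = DMSO-treated cells and -100% = medium-only wells without cells; nearly all actives have a fitted effect of over 30% in size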
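HEK-293-SNCA-luc cells (1500/well) plated 24 h, then exposed 24 h to a dilution series; GF-AFC added 30 min at 37C, fluorescence 405/540 nm; normalised to medium-only and DMSO wells, Hill fit.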
GPT2 inhibitor = Primary qHTS assay for inhibitors of Glutamate pyruvate transaminase 2 (GPT2). Alanine aminotransferase 2 (Homo sapiens), Q8TD30. Recombinant GPT2, coupled pyruvate oxidase/HRP Amplex Red fluorescence. Potency, µM (titrated, usually from 57.7 µM), inactives show at the highest dose activity change, negative = inhibition, usual class: inhibitors. 0.25% of 100,000 active; note: potency is the fitted concentration of half-maximal effect; nearly all actives have a fitted effect of over 60% in size; many of its hits are not listed in these tables
Target sequence (Q8TD30 whole entry, looked up): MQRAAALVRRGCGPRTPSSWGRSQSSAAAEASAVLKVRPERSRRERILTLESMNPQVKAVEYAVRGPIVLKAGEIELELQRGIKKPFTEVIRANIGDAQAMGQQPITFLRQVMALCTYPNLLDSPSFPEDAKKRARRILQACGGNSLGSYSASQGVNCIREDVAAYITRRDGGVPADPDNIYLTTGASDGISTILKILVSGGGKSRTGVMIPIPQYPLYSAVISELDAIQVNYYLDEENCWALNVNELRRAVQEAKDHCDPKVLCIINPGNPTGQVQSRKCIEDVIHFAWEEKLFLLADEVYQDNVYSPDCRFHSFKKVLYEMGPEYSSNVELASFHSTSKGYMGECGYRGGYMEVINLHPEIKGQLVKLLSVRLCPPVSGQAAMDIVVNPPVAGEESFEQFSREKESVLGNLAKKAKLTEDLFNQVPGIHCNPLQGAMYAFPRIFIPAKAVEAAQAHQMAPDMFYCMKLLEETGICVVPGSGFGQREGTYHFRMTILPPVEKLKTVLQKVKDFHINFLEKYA
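Inhibition is scored from Amplex Red fluorescence generated when pyruvate oxidase and HRP act on pyruvate released by GPT2. Reactions contain 10ng/uL enzyme, 250uM a-KG and 2mM L-alanine and run 30 min at room temperature.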
Luciferase inh = Firefly luciferase inhibition profiling of diverse chemical library using quantitative high-throughput screening | Luciferin 4-monooxygenase (Photinus pyralis), P08659 | purified P. pyralis luciferase, luminescence, biochemical | Potency, µM (top dose mostly 115 µM), for the others: top-dose activity change, negative = inhibition, most hits filed as inhibitors | AID 1347043, 2019 | 2.5% of 76,000 active; note: potency is the fitted concentration of half-maximal effect; nearly all actives have a fitted effect of over 65% in size
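Luminescence read by CCD imaging after purified firefly luciferase (10nM final) was added to substrate buffer holding 10uM D-luciferin and 10uM ATP, pH 7.5, pre-dosed with compound.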
HEK293 tox = Cytotoxic Profiling in HEK 293 Cell Line of Diverse Libraries Using Quantitative High-Throughput Screening; 6.6% of 94,000 active; Potency, µM (series often up to 115 µM), without a hit: top-dose activity change, negative = cytotoxicity, hits mostly inhibitors; HEK 293 viability, ATP luminescence (CellTiter-Glo), 48-72 h; note: potency is the fitted concentration of half-maximal effect; nearly all actives have a fitted effect of over 60% in size
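HEK 293 seeded at 250 cells/well receive compound via pintool. After 48 or 72 hr at 37 degree Celsius, 5% CO2 and 95% humidity, CellTiter-Glo is dispensed and luminescence read following 10 min at room temperature.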
IP6K1 inh = Primary qHTS assay for small molecule inhibitors of Inositol hexaphosphate kinase 1 (IP6K1); AID 1645851, 2021; Inositol hexakisphosphate kinase 1 (Homo sapiens), Q92551; activity change, % (series mostly up to about 58 µM); 0.81% of 140,000 active; IP6K1 kinase, ADP-Glo luminescence, 2 h; hits give low values; in the data active = activity change below about -25%
Target sequence (Q92551 whole entry, looked up): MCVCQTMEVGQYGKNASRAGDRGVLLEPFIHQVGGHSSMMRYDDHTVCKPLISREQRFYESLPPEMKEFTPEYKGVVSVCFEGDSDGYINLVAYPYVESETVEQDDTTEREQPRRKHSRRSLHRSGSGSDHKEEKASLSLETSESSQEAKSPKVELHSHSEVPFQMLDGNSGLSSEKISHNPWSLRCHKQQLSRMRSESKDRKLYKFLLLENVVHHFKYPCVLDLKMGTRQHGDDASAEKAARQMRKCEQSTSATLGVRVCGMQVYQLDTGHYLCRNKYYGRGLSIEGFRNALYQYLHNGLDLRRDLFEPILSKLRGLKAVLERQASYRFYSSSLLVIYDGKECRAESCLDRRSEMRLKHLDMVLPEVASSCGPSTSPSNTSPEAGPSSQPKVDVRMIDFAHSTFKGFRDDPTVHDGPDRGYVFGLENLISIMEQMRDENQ
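ADP-Glo luminescence measures ADP made by human IP6K1 during a 2 h RT reaction with ATP/IP6 (mix at 1.3 mM/130 uM); top library doses 57.5 and 19.1 uM final.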
* hit, by the source's call; i = inactive; ? = inconclusive; . = not tested or not shown; & = joins results of further samples; [ ] = remark or other dose. Unless noted, calls come from the whole dose curve; as a rule, active = well fitted curve in the direction sought with a large enough effect; inconclusive = small, poorly fitted or top-dose-only effect, or another doubt; inactive = no such curve, though single readings can be large; an effect the other way counts as inactive or inconclusive. Unless noted, % is set by controls: 0 for no effect and ±100 for the full control effect. These rows are one share of the data (hit frequency here may not be typical).

SMILES	SNCA expr inhib	NIH3T3 tox	HEK293 viab	GPT2 inhibitor	Luciferase inh	HEK293 tox	IP6K1 inh
Cc1ccc(-c2[nH]ncc2CN2C[C@@H](CO)[C@H](NC(=O)C3CC3)C2)cc1	24.9%	i	1.7%	-0.9%	2.1%	5.0%	-4.5
Cc1ccn2c(Nc3ccccc3C)c(-c3ccncc3)nc2c1	-25.9%	.	-23.0%	.	.	.	2.9
Cc1ccccc1S(=O)(=O)N1C[C@@H]2CCCN3CCC[C@@H]([C@H]23)[C@H]1CCCC(=O)NCC1CC1	1.0%	-9.8%	-12.3%	2.1%	-3.8%	?	-10.3
CCn1c2c(c(=O)n1-c1ccccc1)CCN(Cc1ccccn1)C2	9.0%[87.6 µM]	?	7.9%[87.6 µM]	i	-0.7%[172 µM]	-1.3%[172 µM]	14.1
COc1ccc(C2N3CC4(C)CN2CC(c2ccccc2)(C3)C4=O)cc1 (stereo not drawn)	9.5%	.	-0.9%	.	.	.	28.3
CCC1CCCCN1C(=O)Cn1c(=O)n(CCCCCC(=O)NCc2ccccc2Cl)c(=O)c2sccc21 (stereo not drawn)	-8.9%	.	-7.0%	.	.	.	1.3
Cc1ccc([C@H]2Nc3ccc(S(=O)(=O)Nc4cccc(Cl)c4C)cc3[C@H]3C=CC[C@H]32)cc1	-9.7%	.	-18.6%	.	.	.	-27.0*
COc1ccccc1CCNC(=O)C1CCN(c2nnc(C)c3c(C)n(-c4ccc(C)cc4)nc23)CC1	12.8%	.	-0.8%	.	.	.	18.1
O=C1CC(c2ccccc2)N(Cc2ccncc2)CCCN(C(=O)Nc2ccccc2F)CCN1 (stereo not drawn)	5.9%	-23.6%	-7.3%	?	-2.0%	-13.9%	17.4
COc1ccccc1N1CCN(C(=O)c2nnn3cc(-c4ccc(F)cc4)[nH]c(=O)c23)CC1	0.4%	-25.2%	7.9%	-9.5%	-7.3%	?	13.0
CCN(CC)CCCNC(=O)C(C)n1nc(C)n2c(cc3occc32)c1=O (stereo not drawn)	-2.0%	.	5.2%	.	.	.	-2.2
Cc1occc1-c1nc2ccncc2[nH]1	12.0%&-11.5%[87.6 µM]	-27.4%&-22.3%[174 µM]	4.1%&-0.3%[87.6 µM]	?	-15.0%[230 µM]	-3.0%&-19.8%[230 µM]	2.3&-3.0
CC(C)N(C)Cc1nnnn1CC(=O)NCc1nc(-c2ccccc2)cs1	32.7%[activator]	-31.5%	0.8%	-37.8%	-1.6%	?	7.6
Cc1ccccc1CC(=O)NC1CCN(c2cc(-c3ccccc3)[nH]n2)CC1	10.4%	?	11.4%	-11.8%	0.0%	?	10.2
CCOC(=O)[C@H]1CN(C(=O)Cc2ccc(OC)cc2)[C@]2(C)C(=O)N(CC(=O)N(C)C)c3ccccc3[C@H]12	.	?	.	.	.	-13.5%	-10.1
COc1ccc(-c2ccc(CNc3ccc4[nH]c(=O)[nH]c4c3)o2)cc1Cl	127.5%[activator]	.	-9.6%	.	.	.	-6.9
CN1c2cc(C(=O)Nc3ccc(F)c(F)c3)ccc2C(=O)N2CCCCC21 (stereo not drawn)	69.8%[activator]	-28.7%	15.7%[12.5 µM]	i	?	-15.9%	-12.2
Cc1ccc(OCCSc2nc3ccccc3n2CC(=O)N2CCOCC2)c(C)c1	65.6%[activator]	.	?	.	.	.	-1.4
O=C(c1cccc(Cl)c1)N(Cc1cccc(F)c1)C1CCS(=O)(=O)C1 (stereo not drawn)	7.3%	.	2.8%	.	.	.	-36.6*
O=C(c1cccc(Cl)c1)N1CCC(N2CCCCCC2=O)CC1	-22.5%[87.6 µM]	-8.1%[138 µM]	-15.7%[87.6 µM]	i	5.4%[172 µM]	-1.5%[172 µM]	6.1
Cc1ccc(NC(C)(C)C(=O)N2CCC3(CC2)CN(C)CCN3C)cc1	-20.0%	3.4%	1.2%	-0.7%	3.4%	2.8%	6.5
Cc1ccc2c(N3CCC(CO)(CN4CCCC4)CC3)ccnc2c1C	-15.0%	?	?	1.5%	-4.3%	?	4.5
CCOc1ccc(NC(=O)CCNS(=O)(=O)c2ccc3c(c2)CCCC(=O)N3)cc1	-19.1%	.	-2.9%	.	.	.	-3.4
O=C1CCN(Cc2cccc(F)c2)CCCCCCN1	-5.3%	-16.1%	8.4%	-9.6%	3.7%	-10.8%	-4.9
CCCCOc1cccc(C(=O)Nc2sc3c(c2C(=O)OCC)CCCC3)c1	14.3%	.	-2.8%	.	.	.	17.2

(further entries)
SMILES	SNCA expr inhib	NIH3T3 tox	HEK293 viab	GPT2 inhibitor	Luciferase inh	HEK293 tox	IP6K1 inh
CC1(C)CC[C@]2(C(=O)O[C@@H]3O[C@H](CO)[C@@H](O)[C@H](O)[C@H]3O)CC[C@]3(C)C(=CCC4[C@@]5(C)CC[C@H](O[C@@H]6O[C@H](C(=O)O)[C@@H](O)[C@H](O)[C@H]6O)C(C)(C)C5CC[C@]43C)C2C1 (stereo partly drawn)	.	.	-16.2%[12.5 µM]	3.2%[17.1 µM]	.	.	10.9
COc1cccc(-c2cc3c(=O)n(CCNC(=O)c4ccoc4)ccn3n2)c1	16.6%	-13.2%	-4.2%	-6.9%	?	44.7µM*	-13.9
CN(Cc1ccccc1)Cc1cc(C[C@H]2CNCC[C@H]2CC(=O)NCc2cccs2)no1	-2.7%	-34.9%	-23.0%	i	-14.1%	?	-5.5
COc1ccc(OCc2nc(C3CN(C(=O)C4(c5ccc(OC)cc5)CC4)C3)no2)cc1	?	?	-8.3%	i	-5.6%	?	0.0
C=C1CC2[C@]3(C)C(=C(O)C(=O)[C@@]2(C)[C@]2(C(=O)OC)C(=O)C(C)OC(=O)[C@@]12C)C(C)(C)C(=O)CC3O (stereo partly drawn)	.	.	-18.1%[23.9 µM]	4.0%[27.3 µM]	.	.	-5.9
NC(=O)CCc1ccc(CC2CCN(C(=O)c3cccnc3)CC2)cc1	-8.9%	-31.7%	15.5%	-2.3%	.	?	28.4
CCOc1ccc(-n2c(SCC(=O)N3CCOCC3)nc3c([nH]c4ccccc43)c2=O)cc1	-0.1%	.	4.6%	.	.	.	-13.5
Cc1ccc(OCC(=O)Nc2ccccc2C(=O)OCc2cc(=O)n3nc(C4CC4)sc3n2)cc1	-3.1%	.	8.8%	.	.	.	2.0
CCCN1CCc2[nH]cnc2C12CCN(Cc1ccc(C3CCCCO3)o1)CC2 (stereo not drawn)	2.4%	-12.3%	-10.2%	i	9.4%	?	11.8
CCn1cc(-c2ccc(F)cc2)cc1C(=O)NCCOC	8.9%	?	13.1%	i	-1.7%	?	8.0
Cc1nc(C2CCCN(C(=O)CNC(N)=O)C2)cc(N2CCCC2)n1 (stereo not drawn)	-2.1%	i	18.2%	i	-2.6%	3.1%	0.0
CCn1ccc2cc(S(=O)(=O)N3CCC(C(=O)NCc4cccc(Cl)c4)CC3)ccc21	-14.0%	.	10.2%	.	.	.	5.6
CCOc1ccc(CCNC(=O)Cc2ccc(NC(=O)N3CCSc4ncccc43)cc2)cc1	-2.4%	.	3.3%	.	.	.	15.2
CC(C)c1cc(NCc2cccnc2-n2cncn2)n2nccc2n1	-23.5%	i	3.3%	-4.2%	-1.1%	-9.8%	15.8
COc1ccc(N2CC3CCC(C2)N3Cc2ccc(-c3ccccc3)cc2)cc1	1.7%	i	10.3%	0.8%	.	i	1.6
C#CCN(C)C[C@@H]1C=C(C)[C@H](Cc2nnc(-c3ccc(C)cc3)o2)C[C@H]1C(C)C	12.4%[87.6 µM]	-20.6%[174 µM]	-0.5%[87.6 µM]	i	-5.1%[172 µM]	?	0.6
Cc1cc(C)cc(-n2cnc3cc(C(=O)NCCc4ccccc4)ccc32)c1	116.6%[activator]	.	-7.8%	.	.	.	-8.7
N#CC(CCCN1CCC(O)(c2ccc(Cl)cc2)CC1)(c1ccccc1)c1ccccc1	.	.	?	i	.	.	-2.0
O=C(CN1C(=O)CNC1=O)N[C@H](c1ccc2c(c1)CCO2)C1CC(O)C1 (stereo partly drawn)	10.1%	2.1%	-4.2%	1.7%	11.3%	i	-1.6
Cn1cccc1C(=O)N1CCC(c2nc(-c3cccn3C)no2)CC1	22.3%	?	3.3%	-6.1%	.	?	21.2
Cc1oc2c(c1C(=O)N1CC(C)(C)C(C)(O)C1)C(=O)CCC2 (stereo not drawn)	-17.6%	-4.8%	-1.1%	1.7%	-5.4%	-5.1%	7.2
CC(C)c1ccc(NC(=O)c2cccc3c2C(=O)N(C2CCCCC2)C3)cc1	31.5%[activator]	.	6.7%	.	.	.	-5.2
COCc1nc(C2CCCN(C(=O)c3ccc(OC)cc3OC)C2)no1 (stereo not drawn)	?	i	1.8%[12.5 µM]	i	1.1%	-8.0%	16.3
CC1CCN(S(=O)(=O)c2cc(C(=O)N3CCN(c4cccc(Cl)c4)CC3)n(C)c2)CC1	-1.8%	.	-3.3%	.	.	.	13.8
COC(=O)N1CCC(n2ncc3c(N4CCOCC4)nc(-c4ccc(NC(=O)NC5CC5)cc4)nc32)CC1	.	.	-49.9%	-3.3%	.	.	9.0

Reformatted with values under each structure: entries from further up.
Fields – SNCA expr inhib | NIH3T3 tox | HEK293 viab | GPT2 inhibitor | Luciferase inh | HEK293 tox | IP6K1 inh
Cn1cccc1C(=O)N1CCC(c2nc(-c3cccn3C)no2)CC1
  22.3% | ? | 3.3% | -6.1% | . | ? | 21.2
Cc1oc2c(c1C(=O)N1CC(C)(C)C(C)(O)C1)C(=O)CCC2 (stereo not drawn)
  -17.6% | -4.8% | -1.1% | 1.7% | -5.4% | -5.1% | 7.2
CC(C)c1ccc(NC(=O)c2cccc3c2C(=O)N(C2CCCCC2)C3)cc1
  31.5%[activator] | . | 6.7% | . | . | . | -5.2

New compounds follow.
SMILES	SNCA expr inhib	NIH3T3 tox	HEK293 viab	GPT2 inhibitor	Luciferase inh	HEK293 tox	IP6K1 inh
COc1ccc(OCC(O)CN2CCC(=O)N(C3CCCC3)Cc3ccccc32)cc1 (stereo not drawn)	.	?	.	.	.	39.8µM*	13.5
CCOCCCNC(=O)c1ccc2nc(CCc3ccccc3)oc2c1	139.7%[activator]	.	-0.6%	.	.	.	13.6
O=C(C1CC1)N1CCc2cc(Br)cc(S(=O)(=O)Nc3ccc(C(F)(F)F)cc3)c21	?	.	-14.5%	.	.	.	-13.7
Cc1ccc(Cl)cc1N1CCN(C(=O)c2cccn2-c2nnc(N3CCCC3)s2)CC1	?	.	-25.3%	.	.	.	-11.2
CCOC(=O)c1cc(-c2ccccc2)n(CC(=O)Nc2ccc(CC)cc2)c1C	5.6%	.	1.9%	.	.	.	-2.7
CSCc1noc(CNC(=O)CC(c2ccccc2)c2ccccc2Cl)n1 (stereo not drawn)	0.8%	?	2.1%	i	-10.1%	?	-7.1

Assay outcomes deposited in PubChem BioAssay by National Center for Advancing Translational Sciences (NCATS).
